Assay outcomes as filed in PubChem BioAssay.
SRC1 inh – inhibits human SRC1 coactivator; Q15788; 360,000 tested, 0.12% active; AID 588354; HEK293 GAL4-SRC1 luciferase reporter, luminescence; inhibition, % at 3.6 µM;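 active = inhibition above the campaign mean plus 3 SD, with each screening campaign given its own cutoff, cut at about 60% in these data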;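 note: 0% = DMSO treated cells and 100% = gossypol at 36 µM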
SRC2 inh – inhibits human steroid receptor coactivator 2; Q15596; HEK293 GAL4-SRC2 luciferase reporter, luminescence; inhibition, % at 9 µM; 370,000 tested, 0.17% active;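 active = inhibition above the mean inhibition of all tested compounds plus 3 SD, set per campaign, cut at about 52% in these data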;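 note: 0% = DMSO treated cells and 100% = cells given Gossypol at 36 µM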
SRC3 inh – inhibits human SRC3 coactivator; Q9Y6Q9; HEK293 GAL4-SRC3 luciferase reporter, luminescence; inhibition, % at 3.6 µM; 360,000 tested, 0.17% active; AID 588352;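 active = inhibition above a per-campaign cutoff, the mean of all compounds plus 3 SD, cut at about 60% in these data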;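 note: 0% = DMSO-treated cells and 100% = gossypol-treated cells at 36 µM; higher means less SRC3-driven luciferase light from the GAL4 reporter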
NR5A2 inv ag – inverse agonists of human LRH-1 (NR5A2); HEK293T StAR-luciferase reporter, LRH-1 transfected, 24 h; inhibition, % at 3.6 µM; 360,000 tested, 0.13% active; AID 602396;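 active = inhibition above the mean inhibition of all tested compounds plus 3 SD, cut at about 73% in these data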;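 note: 0% = DMSO wells and 100% = reporter-only cells lacking LRH-1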
Target sequence (O00482 whole entry, looked up): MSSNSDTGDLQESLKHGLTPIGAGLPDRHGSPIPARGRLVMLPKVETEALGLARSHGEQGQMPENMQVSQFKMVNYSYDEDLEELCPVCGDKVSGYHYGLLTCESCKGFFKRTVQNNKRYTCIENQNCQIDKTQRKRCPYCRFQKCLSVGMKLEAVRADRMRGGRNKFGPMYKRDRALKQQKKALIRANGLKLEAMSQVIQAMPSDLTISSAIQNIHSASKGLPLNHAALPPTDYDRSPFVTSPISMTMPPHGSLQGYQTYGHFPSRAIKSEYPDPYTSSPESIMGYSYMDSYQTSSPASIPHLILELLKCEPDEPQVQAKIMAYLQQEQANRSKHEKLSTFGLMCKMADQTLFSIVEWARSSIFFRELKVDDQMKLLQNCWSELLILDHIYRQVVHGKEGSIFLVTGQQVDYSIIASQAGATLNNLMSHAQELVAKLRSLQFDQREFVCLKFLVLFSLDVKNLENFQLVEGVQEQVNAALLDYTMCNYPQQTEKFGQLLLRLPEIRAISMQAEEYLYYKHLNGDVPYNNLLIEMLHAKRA
TLR9-MyD88 inh – TLR9-MyD88 interaction inhibition. AID 504734. inhibition, % at 4.98 µM. Q9NR96+Q99836. 340,000 tested, 0.21% active. CHO BLA complementation TLR9-MyD88, CCF4 FRET ratio;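 active = inhibition above the mean over all tested compounds plus 3 SD, cut at about 21% in these data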;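 note: 0% = DMSO only wells and 100% = clavulanate BLA inhibitor control wells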
NOD2-RIPK2 inh – NOD2-RIPK2 protein interaction inhibition; 360,000 tested, 0.38% active; O43353; inhibition, % at 4.98 µM; CHO BLA complementation NOD2-RIPK2, CCF4 ratio; in the data active = inhibition above about 21%;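 note: 0% = vehicle only and 100% = reference blocker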
Target sequence (O43353 whole entry, looked up): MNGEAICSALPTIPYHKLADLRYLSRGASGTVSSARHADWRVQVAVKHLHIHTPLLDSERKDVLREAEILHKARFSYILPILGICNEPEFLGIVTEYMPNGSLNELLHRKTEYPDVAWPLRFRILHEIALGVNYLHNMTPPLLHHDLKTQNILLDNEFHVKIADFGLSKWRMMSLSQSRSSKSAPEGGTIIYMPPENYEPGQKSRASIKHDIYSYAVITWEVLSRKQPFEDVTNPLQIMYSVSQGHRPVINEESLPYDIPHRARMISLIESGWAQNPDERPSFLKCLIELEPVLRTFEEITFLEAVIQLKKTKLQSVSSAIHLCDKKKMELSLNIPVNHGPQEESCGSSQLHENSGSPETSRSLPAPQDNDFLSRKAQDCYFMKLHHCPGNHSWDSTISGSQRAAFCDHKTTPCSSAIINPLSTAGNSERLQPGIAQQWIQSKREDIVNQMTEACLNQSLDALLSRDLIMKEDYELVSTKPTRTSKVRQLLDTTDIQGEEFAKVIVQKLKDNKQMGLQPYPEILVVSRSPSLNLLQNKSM
NR2F2 inh – inhibitors of human COUP-TFII (NR2F2) | P24468 | HEK293T NGFI-A luciferase reporter, luminescence | inhibition, % at 8.6 µM | 370,000 tested, 0.7% active | AID 686940;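 active = inhibition above a per-plate cutoff, mean inhibition of test wells between control levels plus 3 SD, cut at about 38% in these data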;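 note: cells cotransfected with COUP-TFII expression vector driving the NGFI-A reporter; 0% = median of COUP-TF2 test wells and 100% = reporter-only cells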
TROY signal inh – blocks TROY-dependent signaling in reporter cells. 360,000 tested, 0.98% active. Q293 LMP1-TROYcd NF-kB luciferase reporter, 4 h. inhibition, % at 10 µM;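 active = compounds whose plate-normalised and pattern-corrected inhibition of the luciferase reporter signal at the single screening dose is 50% or more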
C8 TRAIL sens – sensitizes caspase-8 expressing cells to TRAIL. 360,000 tested, 1% active. inhibition (viability loss, TRAIL sensitization), % at 10 µM. AID 624354. NB7+C8 cells + TRAIL, ATPlite viability luminescence;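 active = compounds causing at least 50% loss of cell viability in the single-dose screen, relative to plate controls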
EBV LMP1 NFkB – Epstein-Barr LMP1 NF-kappaB reporter inhibition; LMP1-induced NF-kappaB luciferase reporter cells, luminescence; inhibition, % at 12.5 µM; 350,000 tested, 0.69% active; AID 504558; in the data active = inhibition above about 41%;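 note: 0% = neutral control wells and 100% = reference inhibitor control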
Vif inh – inhibitors of HIV Vif; HEK293T cells, Vif self-association by quenched fluorescence, imaging, 24 h; inhibition, % at 7.49 µM; 340,000 tested, 0.35% active; in the data active = inhibition above about 50%, passing the limit was not always enough; note: some results filed as inactive read as strong as hits
The depositor's hits bear a star; · = not tested or not shown; & = joins results of further samples. These rows are one share of the data. The share of hits here may be higher or lower than overall.

Compound,SRC1 inh,SRC2 inh,SRC3 inh,NR5A2 inv ag,TLR9-MyD88 inh,NOD2-RIPK2 inh,NR2F2 inh,TROY signal inh,C8 TRAIL sens,EBV LMP1 NFkB,Vif inh
Cc1cccc(NC(=O)CN2C(=O)/C(=C3\SC(=S)N(CC4CCCO4)C3=O)c3ccccc32)c1 (stereo unspecified),5,·,6,-9,-4,-5,·,8,-21,5,8
COc1ccccc1NC(=O)Nc1ccc(C)cn1,-20,-13,-11,-21,-11,-3,4,-30,-3,-8,2
COc1ccc(OCC(=O)Nc2nnc(-c3ccco3)s2)cc1,3,2,-10,4,-11,5,0,0,-4,-10,-5
COc1ccc(NC(=O)c2cccc(Cn3cc(Br)c([N+](=O)[O-])n3)c2)c(C)c1,0,8,-22,-37,-1,-6,-7,17,5,4,4
CC1Cc2ccccc2N1C(=O)CSc1nnc2sc3ccccc3n12 (stereo unspecified),-13,-12,-1,14,-9,7,9,-9,6,-7,12
COc1cc(OC)c(C2=NOC(C(=O)N3CCN(C(=O)c4ccco4)CC3)C2)cc1Cl (stereo unspecified),-17,-9,-11,4,-9,-8,-14,14,4,8,5
CCn1c(SCC(=O)NC2CCCC2)nnc1-c1c[nH]c2ccccc12,1,-21,1,-18,1,-2,8,-2,-23,-5,-3
CC1(C(=O)Nc2nccs2)CCN1C(=O)CC(c1ccccc1)c1ccccc1 (stereo unspecified),24,15,8,-38,·,2,32,13,-7,·,-11
Cc1ccc(-c2[nH]c3ccccc3c2SCCNC(=O)c2ccc(S(=O)(=O)N3CCOCC3)cc2)cc1,-24,-6,13,28,4,4,47*,-5,11,5,-3
O=C(NN1C(=O)NC2(CCCCC2)C1=O)c1cccs1,5,23,5,4,-9,-15,-13,-2,10,0,-3

Among those listed so far, these contain an NH in an aromatic ring.
Compound,SRC1 inh,SRC2 inh,SRC3 inh,NR5A2 inv ag,TLR9-MyD88 inh,NOD2-RIPK2 inh,NR2F2 inh,TROY signal inh,C8 TRAIL sens,EBV LMP1 NFkB,Vif inh
CCn1c(SCC(=O)NC2CCCC2)nnc1-c1c[nH]c2ccccc12,1,-21,1,-18,1,-2,8,-2,-23,-5,-3
Cc1ccc(-c2[nH]c3ccccc3c2SCCNC(=O)c2ccc(S(=O)(=O)N3CCOCC3)cc2)cc1,-24,-6,13,28,4,4,47*,-5,11,5,-3

(cont.)
Compound,SRC1 inh,SRC2 inh,SRC3 inh,NR5A2 inv ag,TLR9-MyD88 inh,NOD2-RIPK2 inh,NR2F2 inh,TROY signal inh,C8 TRAIL sens,EBV LMP1 NFkB,Vif inh
C=CCNC(=O)NC(=O)c1csc([N+](=O)[O-])c1,5,-37,-3,-1,-10,-5,14,3,-11,-4,8
Cc1cc(Br)cc(C)c1NC(=O)c1ccc(C#N)cc1F,0,0,8,-17,-3,2,-5,-6,-2,-6,0
Cc1nn(C)cc1CN(C)C(=O)CCc1nnc(CCC2CCCCC2)o1,0,2,-2,-6,0,-7,-47,-10,-17,-13,-2
COc1cc(Nc2ccccn2)cc(C(=O)Nc2cccc(C(F)(F)F)c2)c1,8&-20,20&-5,-5&-12,12&-1,1&5,-9&-14,-3&-3,17&16,33&27,-2&7,-12&-7
COc1ccccc1NC(=O)Nc1nc(CC(=O)N2CCN(c3ccccc3OC)CC2)cs1,-5,-30,-21,-23,3,-7,-8,23,-12,1,-10
Cc1cc(C)c(C(=O)COC(=O)Cn2cnnn2)cc1C,-3,6,2,15,-8,1,-6,8,-11,-4,1
O=C1CCCN=C(Nc2ccc(F)c(Cl)c2)S1,1,-40,22,6,-5,-11,-1,-25,-14,-5,-4
CCc1c(C(=O)N/N=C/c2ccco2)nnn1-c1nonc1N,-2,-27,-14,5,9,-3,-14,9,15,2,-4
O=C(CN1C(=O)c2ccccc2C1=O)Nc1ccc(S(=O)(=O)NCC2CCCO2)cc1 (stereo unspecified),2,0,14,15,1,6,12,4,-49,-2,17
O=c1cc(-c2ccccc2[N+](=O)[O-])oc2ccccc12,-16,6,0,2,2,4,5,12,19,-11,27

Structural class, those above containing a furan ring, fused or not (3)
Compound,SRC1 inh,SRC2 inh,SRC3 inh,NR5A2 inv ag,TLR9-MyD88 inh,NOD2-RIPK2 inh,NR2F2 inh,TROY signal inh,C8 TRAIL sens,EBV LMP1 NFkB,Vif inh
COc1ccc(OCC(=O)Nc2nnc(-c3ccco3)s2)cc1,3,2,-10,4,-11,5,0,0,-4,-10,-5
COc1cc(OC)c(C2=NOC(C(=O)N3CCN(C(=O)c4ccco4)CC3)C2)cc1Cl (stereo unspecified),-17,-9,-11,4,-9,-8,-14,14,4,8,5
CCc1c(C(=O)N/N=C/c2ccco2)nnn1-c1nonc1N,-2,-27,-14,5,9,-3,-14,9,15,2,-4

Further compounds.
Compound,SRC1 inh,SRC2 inh,SRC3 inh,NR5A2 inv ag,TLR9-MyD88 inh,NOD2-RIPK2 inh,NR2F2 inh,TROY signal inh,C8 TRAIL sens,EBV LMP1 NFkB,Vif inh
O=C(Nc1nccs1)C1CCN(S(=O)(=O)c2c(Cl)cccc2Cl)CC1,6,24,9,-12,2,5,15,9,5,-4,-22
COc1ccc(-n2nc3c(c2NC(=O)CC(C)C)CS(=O)C3)cc1 (stereo unspecified),7,6,1,13,3,-2,-21,-6,12,-14,0
Cc1cccc(N=N/C(=C\O)C(=O)c2ccc(Br)cc2)c1,-19,-11,0,-10,3,-6,2,-37,1,1,2
Cc1ccc(-c2nn3c(C)nnc3s2)cc1NC(=O)c1ccco1,2,-15,-11,44,-2,0,-2,-18,-3,3,-2
O=C(CSc1c2c(nc3ccc(Cl)cc13)CCCC2)NCCCN1CCOCC1,17,1,5,18,4,2,6,19,7,-4,1
CN1/C(=C\C(=S)NC(=O)c2cccc(Br)c2)C(C)(C)c2ccccc21,5,25,13,8,16,-3,12,37,23,20,0
CCOC(=O)Nc1c(C)n(C)n(-c2ccccc2)c1=O,-9,12,8,5,-2,2,-7,-5,2,-4,-2
CCc1ccccc1NC(=O)c1cnccn1,15,-3,8,-4,6,-4,-6,-8,-3,-6,1
CCSC(=O)N(CC)CC(=O)Nc1c(CC)cccc1CC,2,·,9,5,1,-4,·,-10,4,0,14
COc1cccc(CNC(=O)c2ccc(C3SCCS3)cc2)c1,-14,1,-14,-8,-14,-5,-9,-15,12,1,-7
Cc1ccc(/C=N/NC(=O)CSc2nc3ccccc3c(=O)n2-c2ccccc2)s1,-8,-4,20,-11,-9,1,-9,4,-2,-2,-4
Cc1cc(C)n(-c2c(F)c(F)c(CN3CCOCC3)c(F)c2F)n1,-6,3,20,6,1,-4,1,-14,5,-2,10
CSc1sc(C(=O)OC(C)C)c2c1C(=O)CC(C)(C)C2,10,-11,9,1,0,-13,20,22,12,-14,-10
O=C(NCCCN1CCOCC1)C(=O)N/N=C/c1ccc2c(c1)OCO2,-11,-28,9,2,1,-5,13,-7,-2,8,-1
CCc1ccc(NC(=O)CSc2nnc(SCC(=O)Nc3ccc(CC)cc3)n2N)cc1,-1,8,17,12,6,-18,-11,7,-6,2,-3
CC1CCN(CCOc2ccc(OCc3ccccc3)cc2)CC1,-7,-15,-9,-13,2,13,-17,-17,-7,-5,-13
Cc1cccc(NC(=O)CN2CCN(CC(=O)Nc3cccc(C)c3)CC2)c1,-10,-22,22,15,-7,-3,0,-14,-10,-6,-1
COc1cc(NC(=O)C/C(C)=N/NC(=O)c2ccccn2)c(OC)cc1Cl,-94,-61,-97,-122,-5,-6,-24,-14,3,-1,4
Cc1oc(-c2cc(F)ccc2F)nc1CN1CCN(c2cnccn2)CC1,-10,-19,12,-14,22*,1,-1,13,-2,-2,3
CC(=O)Nc1ccc(C(=O)CSc2nc3ccccc3n2CC(=O)N2CCCC2)cc1,-2,-10,7,19,-5,-7,2,3,-21,4,-2

In a second layout: two of the compounds above
Every second line gives: SRC1 inh	SRC2 inh	SRC3 inh	NR5A2 inv ag	TLR9-MyD88 inh	NOD2-RIPK2 inh	NR2F2 inh	TROY signal inh	C8 TRAIL sens	EBV LMP1 NFkB	Vif inh
> Cc1oc(-c2cc(F)ccc2F)nc1CN1CCN(c2cnccn2)CC1
  -10	-19	12	-14	22*	1	-1	13	-2	-2	3
> CC1Cc2ccccc2N1C(=O)CSc1nnc2sc3ccccc3n12 (stereo unspecified)
  -13	-12	-1	14	-9	7	9	-9	6	-7	12

Additional compounds follow:
Structure	SRC1 inh	SRC2 inh	SRC3 inh	NR5A2 inv ag	TLR9-MyD88 inh	NOD2-RIPK2 inh	NR2F2 inh	TROY signal inh	C8 TRAIL sens	EBV LMP1 NFkB	Vif inh
COc1cc(Cn2c3ccc(NC(=S)NCc4ccc(C)cc4)cc3c(=O)n2C)ccc1F	-6	12	-18	0	·	0	22	58*	9	·	-15
COC(=O)C(NC(=O)CN1C(=O)c2ccccc2C1=O)c1ccc(O)c(OC)c1 (stereo unspecified)	0	12	7	21	9	-10	-9	-10	15	2	-4
Cc1ccc(NC(=O)N(CCCN2CCOCC2)Cc2cccs2)cc1C	1	4	3	-14	-9	-6	4	-38	-2	2	3
COc1ccc(CC(N)c2csc(Nc3cc(NCCCO)ncn3)n2)cc1 (stereo unspecified)	-24	-47	-6	-15	·	-8	5	-3	8	·	5
COc1ccc(-c2nnc(SCC(=O)Nc3ccc(Cl)cc3)n2C)cc1	-1	16	16	-18	3	-18	-3	-6	-7	-21	1
O=C1Nc2ccccc2C1Cc1ccccn1 (stereo unspecified)	-19	-21	13	-5	-7	-4	-5	-20	20	-3	20
CCOc1ccc(NC(=O)c2ccccc2NS(=O)(=O)c2ccc(F)cc2)c([N+](=O)[O-])c1	6	8	18	0	-2	-6	-16	47	2	-1	-14
COc1cccc(NC(=O)C2(C)CCN2CCc2ccccc2)c1 (stereo unspecified)	3	-27	4	-2	·	-5	5	8	-8	·	·
CCS(=O)(=O)N1N=C(c2cccc(NS(C)(=O)=O)c2)CC1c1ccccc1 (stereo unspecified)	-11	-3	8	29	2	-10	16	3	4	-10	15
O=C(CSc1ccc(-c2ccccc2)nn1)Nc1ccc2c(c1)OCCO2	-110	-3	-42	-47	-1	-1	-39	-40	14	-32	1
CCOc1ccc(S(=O)(=O)Nc2ccccc2C(=O)Nc2ccccc2N2CCOCC2)cc1	-12	-12	14	7	-7	-5	-2	-7	3	-10	·
CCc1nnc(NC(=O)CSc2nnnn2-c2cccc(C(=O)OC)c2)s1	4	18	-11	3	-8	-2	3	12	-2	4	4
COc1cc(OC)c2c(-c3cccc(/C=C/c4ccc(F)cc4)c3)cc(=O)oc2c1	-89	·	-149	-101	-17	7	·	-76	19	-21	-8
COc1ccc(OC)c(CNC(=O)CCN2C(=O)COc3ccccc32)c1	-20	0	2	-14	6	0	8	-10	-12	-13	9
CC1CCCN(C(=S)NCc2ccccc2)C1 (stereo unspecified)	-9	-19	-3	-10	-2	1	1	3	-6	-12	-6
